Bioassay records: PubChem BioAssay, Broad Institute
PfHsp90 set2 – growth inhibition of PfHsp90-expressing yeast, primary screen, antimalarial PfHsp90 inhibitor project, S. cerevisiae, BacTiter-Glo luminescence, single point, set 2 | inhibition, % at 9.4 µM | AID 504621, 2011 | hit rate 0.32% among 310,000 | BacTiter-Glo ATP, 48 h; yeast lacking PDR1 and PDR3 efflux regulators;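 active means every replicate shows inhibition above about 80%, whatever the replicate mean, limit read from the data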;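 further: 0% = DMSO neutral controls and 100% = 20 µM radicicol positive controls; yeast relying on Plasmodium falciparum Hsp90 in place of its own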
CAL PDZ FP-1 – CAL PDZ peptide-binding inhibitors, primary screen, biochemical, fluorescence polarization, Cer-tagged CAL PDZ, HTS. Golgi-associated PDZ and coiled-coil motif-containing protein (Homo sapiens), Q9HD26. purified CAL PDZ, TMR-peptide fluorescence polarization, 1 h. inhibition, % at 20 µM. hit rate 0.02% among 330,000. AID 504414, 2011;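 active means highest replicate inhibition of at least 40%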;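 further: plate controls were DMSO neutral control wells for no effect and unlabeled competitor peptide control wells for full effect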
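material = purified tagged CAL PDZ domain construct (CerCALP) | compound dosing = 20 µM, one dose | times = 1 h at RT | measured by = fluorescence polarization from S- and P-plane intensities, G-factor corrected | read-out = inhibition from polarization loss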
dFosB act – activators of delta FosB homodimer, primary screen, biochemical, fluorescence polarization, TAMRA-CDK5 oligo, single point; Protein FosB (Mus musculus), P13346; purified delta FosB; percent of positive-control signal above neutral wells; activation, % at 25 µM; hit rate 0.99% among 340,000; AID 493131, 2011;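 active means mean activation above about 17%, with every replicate also reaching it, limit read from the data, passing the limit was not always enough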;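 further: fluorescence polarization rise as delta FosB binds a TAMRA Cdk5 AP-1 oligo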
Target sequence (P13346 whole entry, looked up): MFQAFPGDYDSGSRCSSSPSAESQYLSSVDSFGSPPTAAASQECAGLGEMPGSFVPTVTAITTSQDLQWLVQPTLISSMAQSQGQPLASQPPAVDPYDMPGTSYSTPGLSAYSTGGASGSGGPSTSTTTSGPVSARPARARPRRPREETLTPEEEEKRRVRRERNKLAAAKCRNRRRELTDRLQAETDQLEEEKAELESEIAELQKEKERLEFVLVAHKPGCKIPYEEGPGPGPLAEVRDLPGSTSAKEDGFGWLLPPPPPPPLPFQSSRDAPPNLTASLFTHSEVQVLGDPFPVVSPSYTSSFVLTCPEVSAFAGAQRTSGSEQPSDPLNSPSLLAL
CAL PDZ FP-2 – untagged CAL PDZ binding inhibitors, primary screen, biochemical, fluorescence polarization, HTS. purified CAL PDZ, TMR-peptide fluorescence polarization, 1 h. hit rate 0.92% among 300,000. inhibition, % at 24.9 µM. AID 602252, 2012;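 active means mean inhibition of at least 30% with at least half of replicates also reaching 30%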;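 further: 0% = DMSO neutral control and 100% = excess unlabeled competitor peptide PRC23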
MITF TRPM1 HTS – activators of MITF-driven TRPM1 promoter reporter, primary screen, cell-based, SK-MEL-5, luciferase, single point. activation, % at 12.5 µM. hit rate 0.75% among 300,000. SK-MEL-5 TRPM1-promoter luciferase, 24 h; % of positive control, neutral wells = 0;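 active means mean activation of at least 80% with every replicate also reaching 80%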;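 further: 0% = neutral control wells and 100% = parthenolide positive control wells; values of inactives mirror those of a sister screen read the other way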
NSD2 HMT inh – NSD2 histone methyltransferase inhibitors, primary screen, biochemical, AlphaScreen, single concentration, set 2; inhibition, % at 12.5 µM; Histone-lysine N-methyltransferase NSD2 (Homo sapiens), O96028; NSD2 peptide methylation, 120 min; hit rate 0.54% among 310,000; in the data active means inhibition above about 50%
SR-BI DiI inh – inhibitors of SR-BI mediated HDL lipid uptake, primary screen, ldlA[mSR-BI] cells, fluorescence, single point | ldlA[mSR-BI] CHO cells, DiI-HDL uptake fluorescence, 3 h | inhibition, % at 12.5 µM | hit rate 0.96% among 320,000 | AID 488896, 2010;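 active means mean replicate inhibition of at least 70% and a set share of replicates each scoring 70 or more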;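 further: 0% = median of neutral control wells and 100% = median of positive control wells; values of inactives mirror those of a sister screen read the other way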
Target sequence (Q61009 whole entry, looked up): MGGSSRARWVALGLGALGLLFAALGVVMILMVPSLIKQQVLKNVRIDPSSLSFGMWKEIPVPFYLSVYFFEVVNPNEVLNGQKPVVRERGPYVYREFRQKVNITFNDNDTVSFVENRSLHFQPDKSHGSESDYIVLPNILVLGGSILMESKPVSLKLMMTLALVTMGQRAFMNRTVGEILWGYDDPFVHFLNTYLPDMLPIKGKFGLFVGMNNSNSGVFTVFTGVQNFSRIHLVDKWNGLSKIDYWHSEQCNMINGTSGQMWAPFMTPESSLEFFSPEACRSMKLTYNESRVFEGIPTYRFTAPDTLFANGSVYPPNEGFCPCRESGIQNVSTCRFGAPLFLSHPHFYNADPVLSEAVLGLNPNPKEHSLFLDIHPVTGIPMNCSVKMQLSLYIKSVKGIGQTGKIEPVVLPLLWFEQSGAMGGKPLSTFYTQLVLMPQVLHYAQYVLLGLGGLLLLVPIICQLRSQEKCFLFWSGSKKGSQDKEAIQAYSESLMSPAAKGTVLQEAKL
PvdQ inh – P. aeruginosa PvdQ acylase inhibitors, primary screen, biochemical, fluorescence, plate reader and imaging, single point; purified PvdQ acylase; PvdQ acylase [Pseudomonas aeruginosa LESB58]; hit rate 0.063% among 340,000; inhibition, % at 10 µM; in the data active means inhibition above about 30%, passing the limit was not always enough;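 further: 0% = vehicle neutral wells and 100% = reference inhibitor wells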
Rtt109 HAT inh – inhibitors of C. albicans Rtt109/Vps75 HAT, primary screen, biochemical, ThioGlo CoA-SH fluorescence, plate reader. inhibition, % at 34.9 µM. hit rate 0.16% among 330,000. purified Rtt109/Vps75, 4 h;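 active means inhibition of at least 50% in every replicate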
SR-BI DiI-HDL act – activators of SR-BI mediated DiI-HDL uptake, primary screen, ldlA[mSR-BI] CHO cells, DiI fluorescence | 3 h; 100 = double the neutral-control signal | activation, % at 12.5 µM | hit rate 0.096% among 320,000;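 active means mean replicate activation of at least 60% and every replicate at or above 60%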;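 further: 0% = median plate neutral-control signal and 100% = twice that signal; values of inactives mirror those of a sister screen read the other way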
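Test system: SR-BI-overexpressing, LDLR-lacking CHO cells; Also added: labelled HDL, 10 µg/mL; Measured by: bottom-read cell fluorescence after medium removal, ex 550/em 595 nm; Timing: 3 h uptake period with compound, 37 °C; Buffer or medium: F12, 0.5% BSA, 25 mM HEPES; Doses: single compound concentration, delivered by pin transfer.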
Starred values were filed as active, the others as inactive; · = no result given.

no.	SMILES	PfHsp90 set2	CAL PDZ FP-2	PvdQ inh	dFosB act	SR-BI DiI inh
1	Cc1ccccc1Cn1nnc(-c2ccc(C(=O)O)cc2)n1	-7	1	-6	-2	-17
2	CN1CCN(c2nc(C(N)=O)cc(-c3ccccc3)n2)CC1	-41	-6	-8	-27	-16
3	COc1ccc(C(=O)N/N=C/C(Br)=C/c2ccccc2)cc1	19	-4	0	-9	10
4	COc1ccc(-n2c(CNC(=O)COc3ccccc3)n[nH]c2=S)cc1	-23	41*	-6	6	-11
5	Clc1cccc(-c2noc3ncnc(Nc4ccc5c(c4)OCO5)c23)c1	-20	-7	-11	-4	11
6	Cc1cc(C)c(NC(=O)CNC(=O)COC(=O)CN2C(=O)NC3(CCCC3)C2=O)c(C)c1	·	-2	1	-2	-12
7	CN(C)S(=O)(=O)c1cccc(C(=O)NCCNC(=O)c2cccc(S(=O)(=O)N(C)C)c2)c1	7	-2	-8	3	-18
8	O=C1c2ccccc2NC(c2cccc(O)c2)N1O (stereo unspecified)	-54	-5	-11	-13	-7
9	O=C1CCCC2=C1C(c1ccc(Br)cc1)c1c([nH]c(=S)[nH]c1=O)N2 (stereo unspecified)	-32	-5	-11	-1	-2
10	CCSc1nnc(NC(=O)C2CCCCC2)s1	16	-4	-12	-6	1
11	CCOc1ccccc1NC(=O)CCc1nnc2ccc(N3CCC(C)CC3)nn12	5	·	4	-5	51
12	Cc1nc2sc(C(c3ccccc3)N3CC(C)OC(C)C3)c(O)n2n1 (stereo unspecified)	-21	0	-16	-3	-27
13	Fc1ccccc1NC(=S)NN(Cc1ccccc1)c1ccccc1	-44	-3	-10	-1	-35
14	Cc1c2cnn(-c3ccccc3)c(=O)c2c(C)n1CCCC(=O)N1CCN(C2CCCCC2)CC1	5	-1	-7	-8	30
15	Cc1ccc(C(=O)OCC(=O)N2CC(C)CC(C)C2)cc1S(=O)(=O)N1CCOCC1 (stereo unspecified)	22	·	-1	-1	22

no.	SR-BI DiI-HDL act	Rtt109 HAT inh	MITF TRPM1 HTS	NSD2 HMT inh	CAL PDZ FP-1
1	17	7	-2	3	-0.1
2	16	-20	·	-5	-4.3
3	-10	13	26	0	-23
4	11	-3	-6	-11	-0.3
5	-11	-16	-4	·	-1.0
6	12	8	-14	-1	-2.6
7	18	5	10	-2	-0.5
8	7	-4	3	0	-0.5
9	2	8	·	0	0.3
10	-1	-1	·	19	-2.1
11	-51	-4	·	·	-1.3
12	27	-1	5	-3	·
13	35	7	8	5	·
14	-30	5	-1	1	-3.0
15	·	3	6	-1	0.8

Three compounds out of the list, sorted by SMILES length, lowest first:
no.	SMILES	PfHsp90 set2	CAL PDZ FP-2	PvdQ inh	dFosB act	SR-BI DiI inh
10	CCSc1nnc(NC(=O)C2CCCCC2)s1	16	-4	-12	-6	1
2	CN1CCN(c2nc(C(N)=O)cc(-c3ccccc3)n2)CC1	-41	-6	-8	-27	-16
14	Cc1c2cnn(-c3ccccc3)c(=O)c2c(C)n1CCCC(=O)N1CCN(C2CCCCC2)CC1	5	-1	-7	-8	30

no.	SR-BI DiI-HDL act	Rtt109 HAT inh	MITF TRPM1 HTS	NSD2 HMT inh	CAL PDZ FP-1
10	-1	-1	·	19	-2.1
2	16	-20	·	-5	-4.3
14	-30	5	-1	1	-3.0

(next part)
no.	SMILES	PfHsp90 set2	CAL PDZ FP-2	PvdQ inh	dFosB act	SR-BI DiI inh
16	CCCCNC(=O)[C@@H]1CSC2c3ccccc3C(=O)N21 (stereo partly specified)	-6	-3	11	-3	-11
17	COc1ccc(-c2nc(CN3CCC(C(=O)N4CCc5ccccc54)CC3)c(C)o2)cc1OC	-12	-3	-3	-5	45
18	O=C(NC1CCCC1)NS(=O)(=O)c1ccccc1Cl	·	2	4	4	-35
19	COCCn1c(SCC(=O)NCc2ccc(OC)c(OC)c2)nc2ccccc21	-3	-4	-9	-8	·
20	CCOC(=O)Cn1c(-c2ccccn2)nc2ccccc21	11	0	-6	-2	18
21	S=C(Cc1ccccc1)N1CCOCC1	·	·	-9	4	-2
22	CC1CCC/C(=C\Nc2ccc(C(=O)O)cc2)C1=O (stereo unspecified)	11	2	-6	7	-8
23	COc1ccc(CN=C2NC(=O)CC(C(=O)Nc3ccc(F)cc3)S2)cc1 (stereo unspecified)	19	·	-9	-9	22
24	Cc1cc[n+](CC(=O)c2ccc(NC(=O)c3ccccc3)cc2)cc1	20	-3	0	-1	-13
25	COCCn1c(=O)[nH]c(=O)c2cc(C(=O)c3cc(OC)ccc3O)cnc21	11	2	-4	-8	-1
26	COC(=O)c1cc(NC(=O)c2c(C)noc2C)ccc1N1CCOCC1	-6	4	-18	3	-8
27	COc1cc(NC(=O)CN2C(=O)c3ccccc3C2=O)c(C(=O)O)cc1OC	-3	-3	5	1	-21
28	C[C@H]1C=C(C(=O)NCc2nc3ccccc3[nH]2)O[C@@H](OCc2ccc(CO)cc2)C1	·	3	6	1	8
29	O=C(CP(=O)(c1ccccc1)c1ccccc1)N/N=C/c1cc(Br)cc(Br)c1O	-14	2	-27	-11	24
30	O=S(=O)(Nc1nc2ccccc2nc1N1CCc2ccccc2C1)c1ccc(Cl)cc1	-2	·	9	-7	8

no.	SR-BI DiI-HDL act	Rtt109 HAT inh	MITF TRPM1 HTS	NSD2 HMT inh	CAL PDZ FP-1
16	11	0	-5	-4	0.4
17	-45	0	-10	·	-1.1
18	35	0	·	10	-0.7
19	·	3	·	-9	-2.0
20	-18	7	-3	4	·
21	2	1	15	-1	0.2
22	8	13	16	0	-0.5
23	-22	2	1	-3	-0.7
24	13	12	13	1	1.5
25	1	-8	1	1	-1.4
26	8	-7	-7	36	-0.7
27	21	-3	-1	-5	-1.0
28	-8	20	0	·	0.8
29	-24	-17	-15	·	-0.8
30	-8	-7	6	2	-1.0

Fetched by structure from the entries so far, 3 records:
no.	SMILES	PfHsp90 set2	CAL PDZ FP-2	PvdQ inh	dFosB act	SR-BI DiI inh
17	COc1ccc(-c2nc(CN3CCC(C(=O)N4CCc5ccccc54)CC3)c(C)o2)cc1OC	-12	-3	-3	-5	45
18	O=C(NC1CCCC1)NS(=O)(=O)c1ccccc1Cl	·	2	4	4	-35
27	COc1cc(NC(=O)CN2C(=O)c3ccccc3C2=O)c(C(=O)O)cc1OC	-3	-3	5	1	-21

no.	SR-BI DiI-HDL act	Rtt109 HAT inh	MITF TRPM1 HTS	NSD2 HMT inh	CAL PDZ FP-1
17	-45	0	-10	·	-1.1
18	35	0	·	10	-0.7
27	21	-3	-1	-5	-1.0

Carrying on.
no.	SMILES	PfHsp90 set2	CAL PDZ FP-2	PvdQ inh	dFosB act	SR-BI DiI inh
31	CCSc1cc(C2C(C#N)=C(N)OC(C)=C2C(=O)OC)c(C)o1 (stereo unspecified)	-11	11	-5	7	0
32	Cc1ccc(C)c(N2CCN(C(c3ccc(N(C)C)cc3)c3nnnn3C(C)(C)C)CC2)c1 (stereo unspecified)	-11	6	-2	-5	28
33	O=C(NCCc1c[nH]c2ccccc12)c1cc2sccc2n1Cc1ccccc1	·	0	-7	-8	22
34	Nc1c(C(=O)N2CCOCC2)sc2nc3c(cc12)CCCC3	1	-7	-13	-1	0
35	O=[N+]([O-])c1ccc(-c2csc3[n+]2CCS3)cc1	-2	-2	3	3	·
36	O=C1CN(C(=O)c2c(F)cccc2F)C(c2ccc(F)cc2)c2cc(F)ccc2N1 (stereo unspecified)	3	-4	-15	-12	-8
37	COc1ccccc1CC(=O)NCCCc1ccccc1	-1	-4	-16	0	-15
38	COc1ccc(-c2[nH]ncc2CN(C)C(C)c2ccncn2)c(F)c1 (stereo unspecified)	-8	-6	-9	-9	8
39	Cn1c(=O)c2nc(SCCO)n(C)c2n(C)c1=O	·	·	-17	2	-14
40	Clc1nc(-c2ccccc2)cc(-c2ccc(Br)cc2)n1	-1	·	-6	-18	47
41	COc1ccccc1CN1CCCC(C(=O)N(C)Cc2ccccc2)C1 (stereo unspecified)	22	1	-9	-2	-19
42	COc1ccc(CCCNC(=O)C2CCC(=O)N(CC3CCCCC3)C2)cc1 (stereo unspecified)	7	1	6	-10	4
43	O=C(Nc1ccccc1C(=O)O)c1cccc(F)c1	-20	-1	-14	3	1
44	CC1NC(=O)NC1CCCCCC(=O)Nc1ccc(F)cc1 (stereo unspecified)	·	1	-15	-1	7
45	COc1ccc(NC(C)C(=O)Nc2ccc(C#N)cc2)cc1Cl (stereo unspecified)	-5	2	-26	-2	-13
46	CCOC(=O)N1CCN(C(=O)CCN2C(=O)/C(=C\c3cccc(OC)c3)SC2=S)CC1	-10	-1	-18	3	·
47	COc1ccc(-n2c(Cc3cccn3C)nnc2SCC(=O)Nc2cccc(Cl)c2)cc1	-26	-3	-7	0	-2
48	COc1ccc(CNc2ncnc3ccccc23)cc1	14	1	0	-10	-18

no.	SR-BI DiI-HDL act	Rtt109 HAT inh	MITF TRPM1 HTS	NSD2 HMT inh	CAL PDZ FP-1
31	0	-6	2	·	-2.3
32	-28	-11	-2	1	-1.5
33	-22	1	·	1	-1.8
34	0	-9	-57	23	-2.3
35	·	-4	0	7	0.0
36	8	-2	-17	·	-0.3
37	15	-1	-2	3	-0.1
38	-8	-7	-7	-1	0.3
39	14	-5	-1	-4	-1.2
40	-47	4	-14	1	-2.4
41	19	-10	5	6	-0.6
42	-4	3	3	19	-1.9
43	-1	-6	·	-2	-1.8
44	-7	-4	-9	103*	-2.3
45	13	5	-2	4	-0.4
46	·	1	3	-2	-2.1
47	2	-7	10	·	-1.0
48	18	1	-8	46	-2.6
